Lmaj promast = inhibitors of Leishmania major promastigote growth; inhibition, % at 10 µM; 200,000 compounds, 9% hits; Leishmania major promastigotes, resazurin fluorescence viability; in the data active = inhibition above about 50%;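 also: promastigotes grown with compound for 44 hours at 28 °C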
PPARg SRC1 recr = promotes SRC-1 coactivator recruitment by human PPARgamma; PPARgamma-SRC-1 coactivator recruitment biochemical assay; activation, % at 8 µM; 200,000 compounds, 0.41% hits; in the data active = activation above about 19%;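 also: 0% = DMSO and 100% = reference agonist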
Target sequence (P37231 whole entry, looked up): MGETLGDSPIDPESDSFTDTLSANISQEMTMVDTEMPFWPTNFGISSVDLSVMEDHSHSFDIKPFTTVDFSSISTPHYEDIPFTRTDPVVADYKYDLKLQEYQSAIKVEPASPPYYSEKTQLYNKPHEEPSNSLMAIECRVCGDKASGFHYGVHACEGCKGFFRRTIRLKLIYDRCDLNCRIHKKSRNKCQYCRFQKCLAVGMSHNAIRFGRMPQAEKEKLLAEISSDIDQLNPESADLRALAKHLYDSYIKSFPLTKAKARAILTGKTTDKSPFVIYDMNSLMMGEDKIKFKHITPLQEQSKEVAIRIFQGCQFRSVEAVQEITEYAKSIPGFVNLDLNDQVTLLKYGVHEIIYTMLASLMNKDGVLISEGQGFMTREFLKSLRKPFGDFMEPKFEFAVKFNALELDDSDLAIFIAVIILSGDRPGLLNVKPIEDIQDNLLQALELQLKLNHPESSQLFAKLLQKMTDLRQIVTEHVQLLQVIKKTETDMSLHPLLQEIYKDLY
bIAP inh = intestinal alkaline phosphatase (bovine) inhibition | purified bovine IAP, CDP-star luminescence, 30 min | inhibition, % at 20 µM | 190,000 tested, under 10 active;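 active = over 50% inhibition of intestinal alkaline phosphatase at 20 µM in the single-dose screen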
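System: Purified bovine intestinal alkaline phosphatase (IAP) enzyme | Input: IAP diluted 1/65,000,000 in the well | Also added: CDP-star chemiluminescent phosphatase substrate, 30 µM final | Dosing: 20 µM single dose | Times: Enzyme reaction for 30 min at room temperature | Detection: Luminescence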
PPARg SRC-3 ag = promotes SRC-3 coactivator recruitment by human PPARgamma; 200,000 compounds, 0.26% hits; biochemical PPARgamma/SRC-3 coactivator recruitment assay; P37231; activation, % at 8 µM; in the data active = activation above about 23%;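 also: 0% = DMSO and 100% = reference agonist; some compounds past the cut are filed as inactive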
S1P3 antagonist = antagonists of human S1P3 receptor. Q99500. CHO S1P3 NFAT-BLA reporter, FRET fluorescence, antagonist mode. inhibition, % at 4.98 µM. 170,000 compounds, 0.27% hits. AID 485;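 active = inhibition above the plate cutoff, the mean inhibition of test wells on that plate plus 3 SD, cut at about 28% in these data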;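 also: cells challenged with S1P at its EC80 of 0.8 µM; blue over green emission ratio from cleaved BLA substrate after 4 h stimulation; 0% = S1P-stimulated wells and 100% = unstimulated DMSO-only wells; some compounds past the cut are filed as inactive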
Efa HMGR inh = inhibitors of class II HMG-CoA reductase from Enterococcus faecalis; 190,000 compounds, 0.41% hits; inhibition, % at 10 µM; purified E. faecalis HMGR, NADPH absorbance 340 nm kinetic;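 active = inhibition above a set limit, the median over all tested compounds plus 3 SD, cut at about 9.5% in these data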;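 also: enzyme runs in reverse so mevalonate oxidation gives rising NADPH absorbance; 0% = complete reaction with DMSO and 100% = background rate lacking mevalonate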
RAM network inh = yeast RAM network inhibition. inhibition, % at 50 µM. S. cerevisiae dse1pr::URA3 reporter, 5-FOA growth OD615, 2 d; analog-sensitive cbk1-as2 kinase mutant strain. AID 868. 190,000 compounds, 1.8% hits;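 active = inhibition above a set limit, 3 SD over mean compound inhibition, cut at about 8.4% in these data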;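 also: 0% = DMSO-only wells with no growth and 100% = 10 µM 1-NA-PP1 full growth; inhibition rescues growth on 5-FOA so higher OD means more RAM inhibition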
TR-FRET SRC-2 ct = counter-screen for PPARgamma SRC-2 recruitment agonists: TR-FRET artefact; 200,000 compounds, 0.4% hits; TR-FRET ratio at 8 µM; hits give high values; in the data active = TR-FRET ratio above about 2000; also: inactives centre near 1500; reference of the scale not given here
Redox H2O2 prof = compounds producing H2O2 with reducing agent – biochemical, NIH compound library profiling, artefact control for MLSCN library redox annotation, primary screen; AID 878; activation, % at 10 µM; DTT-dependent redox cycling H2O2, phenol red/HRP absorbance; 100% = 100 µM peroxide control, 0% = buffer; 200,000 compounds, 0.03% hits;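 active = activation of at least 50% relative to the plate's high and low controls in the primary single-dose screen; inactive = activation below 50%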;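 also: compound incubated with DTT at 0.8 mM final as the reducing agent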
PPARg SRC-2 ag = promotes SRC-2 coactivator recruitment by human PPARgamma; P37231; PPARgamma LBD-SRC-2 recruitment, biochemical; activation, % at 8 µM; 200,000 compounds, 0.34% hits; in the data active = activation above about 22%;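 also: 0% = vehicle and 100% = reference agonist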
ROMK primary = modulators of human ROMK potassium channel; B-score at 10 µM; Tet-inducible ROMK, thallium flux fluorescence; actives lie on both sides; P48048; 130,000 compounds, 2% hits;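 active = signal ratio slope over the read window, or its plate-corrected B-score, at least 3 SD from the plate mean, either direction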;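 also: B-score of the F/F0 ratio slope over 7 to 12 s after thallium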
Target sequence (P48048 whole entry, looked up): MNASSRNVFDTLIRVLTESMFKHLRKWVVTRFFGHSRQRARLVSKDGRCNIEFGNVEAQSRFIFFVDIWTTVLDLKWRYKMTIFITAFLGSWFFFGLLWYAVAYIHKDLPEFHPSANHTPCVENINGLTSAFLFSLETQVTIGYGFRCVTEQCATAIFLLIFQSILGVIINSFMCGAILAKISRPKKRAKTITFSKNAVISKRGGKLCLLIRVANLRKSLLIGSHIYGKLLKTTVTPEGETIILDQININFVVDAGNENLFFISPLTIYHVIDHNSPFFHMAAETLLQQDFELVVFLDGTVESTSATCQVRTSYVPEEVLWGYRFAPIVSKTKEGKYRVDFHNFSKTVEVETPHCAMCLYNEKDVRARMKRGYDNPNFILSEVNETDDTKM
The depositor's hits bear a star; / = no result given.

Structure,Lmaj promast,PPARg SRC1 recr,bIAP inh,PPARg SRC-3 ag,S1P3 antagonist,Efa HMGR inh,RAM network inh,TR-FRET SRC-2 ct,Redox H2O2 prof,PPARg SRC-2 ag,ROMK primary
CN(Cc1nc2ccc(F)cc2[nH]1)Cc1nc(CC2CC2)no1,-4.9,-6.6,-11.4,-0.2,-3.2,4.8,-0.1,1396,-0.4,-2.6,1.29
OC(COCc1ccccc1)CN1CCN(c2ccccc2)CC1 (stereo not drawn),90.3*,-0.9,3.7,11.3,11.4,-0.6,2.4,1637,-0.7,13.7,/
CCOC(=O)N1CCN(S(=O)(=O)N(C)C)CC1,1.6,4.1,5.9,-0.7,-7.1,-4.9,1.8,1626,1.6,-11.3,-0.00115
CCc1ccc(C(C)NC(=O)c2ccc(F)cc2)cc1 (stereo not drawn),11.4,3.4,13.3,4.3,/,0.0,4.0,1754,-0.1,9.2,-0.782
CSC1=NCCN1C(=O)c1ccc(C)cc1,-1.1,0.0,3.3,-0.3,-0.9,-3.3,0.1,1460,0.1,-0.5,/
C=C(C)Cn1c(CCCNC(=O)C(C)(C)C)nc2ccccc21,8.5,6.4,28.8,8.4,/,-2.9,1.1,1556,-3.4,-0.9,/
CCCCSc1cc(C)nc2ncnn12,-1.0,6.7,-0.8,3.9,7.5,1.3,0.2,1611,-3.4,-1.0,/
COc1ccc(Nc2nnc(SCC(=O)N3CC(=O)Nc4ccccc43)s2)cc1,35.2,-5.4,-15.9,0.1,-16.2,-1.4,4.7,1299,1.0,1.3,-0.0216
Cc1cc(C2=NNC(=NC3CC3)SC2)c(C)n1-c1ccccc1F,76.7*,-7.8,-13.9,-3.4,-2.6,-3.1,0.3,1553,/,-5.2,-0.1
O=P(c1ccccc1)(c1ccccc1)c1nc(-c2ccc(Cl)cc2)oc1N1CCOCC1,27.7,6.1,-3.1,0.7,-5.3,-1.5,0.1,1306,0.4,-4.4,-1.96
Oc1ccccc1-c1cc(-c2ccco2)[nH]n1,1.4,2.5,-43.9,-3.0,/,-0.7,-1.3,1444,0.2,-0.2,0.146
COc1cc(-c2cc(=O)c3ccccc3o2)ccc1O,3.0,5.0,18.4,0.6,-6.0,-1.7,-1.2,1446,-0.5,-0.7,-0.577
O=C(CSc1nnc(-c2ccncc2)o1)Nc1ccccc1Cl,-10.9,2.0,1.2,12.4,41.3,-0.5,0.4,1401,3.8,4.7,/
O=C(Nc1cccc(Cl)c1)ON=C1c2ccccc2-c2ccccc21,-2.5,-3.0,10.7,-15.8,/,1.9,2.2,1368,-4.3,-1.1,0.107
Cc1cccc(C)c1NC(=O)C[N+](C)(C)CC(O)COc1cccc2ccccc12 (stereo not drawn),-5.2,-1.0,4.2,-0.3,-0.6,-3.4,-0.1,1485,0.1,-2.1,-2.1

Next records.
Structure,Lmaj promast,PPARg SRC1 recr,bIAP inh,PPARg SRC-3 ag,S1P3 antagonist,Efa HMGR inh,RAM network inh,TR-FRET SRC-2 ct,Redox H2O2 prof,PPARg SRC-2 ag,ROMK primary
CC(C)c1ccc(NC(=O)C(c2ccccc2)N2CCOCC2)cc1 (stereo not drawn),-4.3,/,-13.9,/,-25.6,-9.5,1.6,/,-2.4,/,/
COc1ccccc1-c1nnc(NC(=O)C2=COCCO2)o1,-0.1,5.7,7.6,7.3,-4.4,2.0,0.7,1689,-0.6,1.4,0.46
COc1cc(C(=S)NCc2ccccc2)cc(Br)c1O,-6.6,9.1,7.1,4.8,7.7,-5.2,-0.7,1760,-0.8,-0.5,-0.219
c1ccc2c(c1)ncc1cccn12,2.8,-1.2,6.4,-1.4,10.4,-2.3,1.0,1507,0.0,5.6,/
CCOc1ccc2nc(NC(=O)C3CCCO3)sc2c1 (stereo not drawn),20.3,3.6,6.6,3.8,8.0,0.7,1.6,1521,-0.5,-2.7,-0.914
Cc1ccc(OCCC(=O)Nc2ccc(F)c(Cl)c2)cc1,27.1,0.3,10.0,-1.0,-9.9,1.7,3.6,1527,-0.6,3.1,/
CN(CC(=O)Nc1ccc(N2CCOCC2)cc1)CC(=O)Nc1ccccc1[N+](=O)[O-],-0.1,5.3,0.4,2.2,-6.5,0.7,0.9,1574,-0.2,0.3,-0.00205
CCNc1ccc(S(=O)(=O)N(C)C)cc1NCC(=O)Nc1c(F)cccc1F,-5.8,7.1,-0.7,3.7,0.2,-4.5,2.0,1412,0.6,4.5,0.347
CC1CC(C)CN(CCCNC(=O)c2csc3c2CCCC3)C1 (stereo not drawn),92.5*,-5.1,38.8,4.6,/,-1.6,-0.1,1473,0.7,-3.9,-2.96*
COc1ccc(C(=O)Nc2cccc(-c3ccc4nncn4n3)c2)cc1,7.0,5.3,1.5,2.3,-21.7,-5.7,1.1,1515,1.1,4.3,-0.47
CC(Sc1nnc2ccccn12)C(=O)Nc1ccc(Cl)cn1 (stereo not drawn),-2.7,12.0,18.3,-1.0,7.2,-5.4,0.5,1624,-0.2,9.6,0.119
CCN1CCN(CC(=O)Nc2ccc3c(c2)OCO3)C(=O)C1=O,-5.4,1.0,-7.4,9.3,-30.1,-9.5,1.6,1600,-0.1,8.9,/
CCCCNCc1cc(OC)c(OCC(N)=O)cc1Br,3.0,-6.9,0.4,-0.6,/,0.6,0.6,1234,2.9,1.7,/
Cc1ccc(C2CC(c3cccc(C)c3)n3ncnc3N2)cc1 (stereo not drawn),-4.4,/,9.2,/,17.8,-8.1,-0.7,/,-1.4,/,/
Cc1ccc([N+](=O)[O-])cc1S(=O)(=O)n1ccnc1C,7.1,3.8,6.0,1.1,-9.7,-6.1,-0.6,1669,-0.4,-6.9,-0.655

Next structures
Structure,Lmaj promast,PPARg SRC1 recr,bIAP inh,PPARg SRC-3 ag,S1P3 antagonist,Efa HMGR inh,RAM network inh,TR-FRET SRC-2 ct,Redox H2O2 prof,PPARg SRC-2 ag,ROMK primary
Cc1ccc(OCCCn2c(=O)oc3ccccc32)cc1,-3.5,6.0,20.5,0.1,-3.3,-8.2,0.6,1606,-0.7,1.1,-0.931
Cn1c(=O)c2c(ncn2CC(=O)OCC(=O)Nc2cc(Cl)ccc2Cl)n(C)c1=O,-6.4,7.6,38.7,5.4,4.0,-1.4,1.6,1366,-0.6,7.9,0.0268
COc1ccc(OC)c(NC(=S)NCc2cccs2)c1,20.0,-1.1,-9.2,2.8,-9.3,0.8,0.3,1436,0.0,-1.5,0.0144
CN(O)/C=C1\C(=O)Nc2ccccc21,-9.8,13.6,6.3,12.2,/,-2.5,0.8,1681,-2.4,15.8,/
O=C1NC(=O)C(CC(=O)N(Cc2cccs2)C2(C(=O)NC3CCCC3)CCCCC2)N1 (stereo not drawn),-2.9,-7.5,17.2,-0.1,-8.2,-2.9,-1.1,1337,0.3,-1.5,-0.723
O=C(Nc1ccc(NC(=O)c2ccc(S(=O)(=O)c3ccccc3)cc2)cc1)c1ccccc1,-5.1,1.1,10.0,4.3,/,1.1,4.2,1814,-1.1,1.6,/
COc1cccc(OC)c1C(=O)Nc1ccc(NC(=O)c2ccco2)cc1,0.5,3.5,2.4,11.9,11.3,-2.4,2.3,1453,0.5,8.4,/
O=C1C(Cc2ccc(Br)cc2)SC(=Nc2ccccc2)N1c1ccccc1 (stereo not drawn),54.3*,4.0,9.1,-7.5,-11.3,1.5,7.5,1258,0.1,-3.8,-1.27
CCc1ccc(NC(=O)CO/N=C(\C)c2cc3ccccc3o2)cc1,-3.1,0.2,25.6,4.8,-4.0,-1.1,8.4*,1520,-0.2,3.6,-0.175
CSc1nnc(-c2sc3cc(C(F)(F)F)cnc3c2-c2cccnc2)n1C,6.8,1.9,4.3,-0.1,/,-7.3,-0.3,1523,-1.5,6.5,/
Cc1ccc(S(=O)(=O)n2ccc(-c3ccc(OCc4c(F)cccc4Cl)cc3)n2)cc1,-0.4,-1.7,2.1,1.9,/,-1.9,6.4,1561,1.6,14.2,/
Cc1nc2cc(Nc3nnc(-c4ccccc4)c4ccccc34)ccc2n1C,88.4*,-16.5,-12.8,-8.7,/,1.1,0.8,1478,2.2,-7.0,/
Cc1ccc(-c2noc(/C=C/c3ccccc3)n2)cc1,-5.2,3.9,-1.9,0.7,/,-1.5,3.2,1651,3.2,2.9,/
Cc1c(Cl)cccc1-c1ccc(/C=N/n2cnnc2)o1,68.8*,0.3,16.0,-4.4,/,-2.5,0.3,1544,0.0,6.5,0.0144
CCc1ccc2oc(-c3ccc(OC)cc3)cc(=Nc3c(C)n(C)n(-c4ccccc4)c3=O)c2c1,90.3*,-1.1,11.6,-3.5,-7.1,-2.0,-0.6,1475,-0.2,-4.6,-0.163

Remaining list, next part:
Structure,Lmaj promast,PPARg SRC1 recr,bIAP inh,PPARg SRC-3 ag,S1P3 antagonist,Efa HMGR inh,RAM network inh,TR-FRET SRC-2 ct,Redox H2O2 prof,PPARg SRC-2 ag,ROMK primary
CC(=O)Nc1cc(C(=O)N2CCN(C)CC2)ccc1Sc1ccc(C)cc1,-2.3,5.3,-5.8,-4.8,/,1.8,-0.1,1438,0.4,4.5,/
Cc1cc(NC(=O)c2ccccc2)ncc1NC(=O)c1ccco1,-5.1,1.3,7.9,-0.7,/,-2.5,-0.4,1557,-0.2,-0.4,/
CC1CCN(C2(O)C(=O)Nc3ccc(Br)cc32)CC1 (stereo not drawn),1.3,-0.5,15.4,0.1,15.6,-3.9,0.9,1665,-0.9,4.5,1.07
Cc1ccc(S(=O)(=O)N2c3ccccc3-c3c(ssc3=S)C2(C)C)cc1,99.4*,1.0,7.7,-1.8,-2.8,-5.8,4.3,1543,1.6,-10.4,-2.25
CCCCn1c(/N=C/c2ccc3c(c2)OCO3)nc2ccccc21,24.9,5.4,15.4,0.2,/,-0.9,0.7,1612,0.0,3.5,0.00992
C=CCSc1nc2c(c(C3CC=CCC3)c1C#N)CCC2 (stereo not drawn),14.4,1.8,21.4,-10.9,/,-1.4,2.8,1598,-3.8,2.1,/
c1ccc(-c2nnc3sc(CN4CCc5ccccc54)cn23)cc1,36.5,8.2,14.4,10.3,23.0,-6.5,1.6,1594,0.9,15.3,-0.776
O=C(COc1cccc(C(F)(F)F)c1)NCCCN1CCCC1=O,-1.0,4.9,3.6,3.6,-2.2,0.3,1.0,1530,0.5,2.5,/
CCOc1ccc2[nH]c(=O)c(C(c3nnnn3CC3CCCO3)N3CCc4ccccc4C3)cc2c1 (stereo not drawn),40.3,6.8,-6.1,-1.8,-36.6,-0.7,0.6,1622,-0.7,6.7,-2.23
CCOC(=O)c1ccc(NC(=O)C23CCC(C)(C(=O)O2)C3(C)C)cc1 (stereo not drawn),-4.7,1.2,3.9,-0.7,-11.1,-0.3,0.8,1350,0.6,4.1,-0.369
CCOc1ccc(-c2nc(-c3ccccc3C)no2)cc1,-5.7,-1.7,5.7,9.0,-1.1,/,/,1553,-1.8,4.0,/
Cc1ccccc1C(=O)Oc1cc(N)n(S(=O)(=O)c2ccccc2)n1,-5.7,-2.4,-6.1,2.4,7.1,-4.3,1.2,1611,-0.1,-2.1,-0.396

Assay outcomes deposited in PubChem by several laboratories.
